# Diaph act CS = activates diaphorase or chemically reduces, flagging diaphorase assay artifacts | Diaphorase/resazurin coupled assay, resorufin fluorescence, 16 min; active compounds read high; 1 = vehicle wells, 0 = NADH-free wells | AID 1229 | 190,000 tested, 0.005% active | activation factor at 20 µM;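 active means diaphorase activity raised at least twofold by the compound at 20 µM; inactive means activation factor below 2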
#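 Assay system: Purified diaphorase enzyme from Clostridium kluyveri | Amount: Enzyme 0.07 U/mL final | Dosing: Compound 20 µM once, DMSO 1% | Timing: 16 min reaction at room temperature | Detection: Fluorescence, excitation 544 nm and emission 590 nm | Evaluation: Higher resorufin formation from activation or reduction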
# Diaphorase inh = diaphorase inhibition or chemical oxidation counter-screen; diaphorase resazurin-to-resorufin fluorescence, NADH, 16 min; bacterial (C. kluyveri) enzyme, not human; inhibition, % at 20 µM; 190,000 tested, 0.69% active; AID 1217;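 active means primary screen inhibition at 20 µM above a set limit, cut at about 50% in these data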;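 further: plate controls were DMSO with full reaction for no effect and wells lacking NADH for full effect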
#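 Assay system: diaphorase enzyme from Clostridium kluyveri; Input: enzyme working solution with 0.14 U/mL diaphorase; Timing: 16 min at room temperature; Technique: resorufin fluorescence, excitation 544 nm, emission 590 nm; Benchmarks: positive control minus NADH, DMSO neutral control.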
# G6PDH CS = counter-screen for G6PDH assay hits: L. mesenteroides G6PDH inhibition; inhibition, % at 5 µM; Purified L. mesenteroides G6PDH, diaphorase/resazurin coupled fluorescence, 45 min; AID 1020; 200,000 tested, 0.12% active; in the data active means inhibition above about 50%
# Hsp70 activator = switches on Hsp70 transcription; HeLa Hsp70 promoter luciferase reporter, luminescence; scaled: vehicle 0, proteasome-inhibitor control 100%; activation, % at 10 µM; 200,000 tested, 0.04% active;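 active means activation above the mean across all tested compounds plus 3 SD, cutoff set per campaign, cut at about 5.5% in these data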;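 further: 100% = MG132 at 30 µM as the positive control and 0% = DMSO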
# APP 5UTR inh = APP translation inhibition; SH-SY5Y APP 5'UTR-luciferase reporter, luminescence; inhibition, % at 2 µM; 190,000 tested, 0.82% active; AID 1285;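 active means inhibition above a set limit, derived from the sample mean plus 3 SD, cut at about 45% in these data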; further: values of inactives mirror those of a sister screen read the other way
# STAT1 inh = reduces IFN-gamma driven STAT1 reporter signal; NIH 3T3 STAT1-luciferase reporter, luminescence; inhibition, % at 5.5 µM; 200,000 tested, 0.35% active;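 active means inhibition above a set limit, the mean inhibition across all tested compounds plus 3 SD, cut at about 34% in these data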;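 further: 0% = IFN-gamma with DMSO and 100% = IFN-gamma with 300 µM nifuroxazide; values of inactives mirror those of a sister screen read the other way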
# STAT3 inh = STAT3 signaling inhibition; U3A cells, IL-6 STAT3-luciferase reporter, luminescence; host cell line lacks STAT1; 190,000 tested, 0.89% active; inhibition, % at 5.5 µM;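 active means inhibition above the mean inhibition across all screened compounds plus 3 SD, cut at about 44% in these data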;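 further: 0% = DMSO only wells and 100% = 100 µM nifuroxazide control wells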
# STAT3 act = STAT3 signaling activation | U3A cells, IL-6 STAT3-luciferase reporter, luminescence; 100% = signal with IL-6 EC80 alone | 190,000 tested, 0.91% active | activation (% of control), % at 5.6 µM;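 active means activation above the screen-wide mean of compound activation plus 3 SD, cut at about 130% in these data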;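 further: 0% = background luminescence of wells with medium and substrate only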
#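 Material: STAT3-luciferase reporter U3A cells; Probe or stimulus: IL-6 (33 ng/mL); Incubation: compound pre-incubation 1 h before IL-6, then 6 h stimulation at 37 °C; Technique: luminescence from STAT3-driven luciferase reporter; Evaluation: % activation versus median of IL-6-stimulated wells; Controls: IL-6-only high control.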
# STAT1 activator = increases IFN-gamma driven STAT1 reporter signal | NIH 3T3 STAT1-luciferase reporter, luminescence; 100% = IFN-gamma alone, no compound | activation (% of control), % at 5.5 µM | 200,000 tested, 2.6% active;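 active means activation above the screen-wide mean activation plus 3 SD, cut at about 130% in these data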;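 further: raw ratio to IFN-gamma control signal so 100% means no change and 0% no light; values of inactives mirror those of a sister screen read the other way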
# TLR4-MyD88 BLA = blocks binding of human TLR4 to MyD88 | O00206+Q99836 | inhibition, % at 8.4 µM | 200,000 tested, 0.18% active | HeLa CL3-4 TLR4/MyD88 BLA complementation, FRET ratio; in the data active means inhibition above about 25%;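 further: 0% = vehicle and 100% = reference inhibitor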
# Target sequence (O00206 whole entry, looked up): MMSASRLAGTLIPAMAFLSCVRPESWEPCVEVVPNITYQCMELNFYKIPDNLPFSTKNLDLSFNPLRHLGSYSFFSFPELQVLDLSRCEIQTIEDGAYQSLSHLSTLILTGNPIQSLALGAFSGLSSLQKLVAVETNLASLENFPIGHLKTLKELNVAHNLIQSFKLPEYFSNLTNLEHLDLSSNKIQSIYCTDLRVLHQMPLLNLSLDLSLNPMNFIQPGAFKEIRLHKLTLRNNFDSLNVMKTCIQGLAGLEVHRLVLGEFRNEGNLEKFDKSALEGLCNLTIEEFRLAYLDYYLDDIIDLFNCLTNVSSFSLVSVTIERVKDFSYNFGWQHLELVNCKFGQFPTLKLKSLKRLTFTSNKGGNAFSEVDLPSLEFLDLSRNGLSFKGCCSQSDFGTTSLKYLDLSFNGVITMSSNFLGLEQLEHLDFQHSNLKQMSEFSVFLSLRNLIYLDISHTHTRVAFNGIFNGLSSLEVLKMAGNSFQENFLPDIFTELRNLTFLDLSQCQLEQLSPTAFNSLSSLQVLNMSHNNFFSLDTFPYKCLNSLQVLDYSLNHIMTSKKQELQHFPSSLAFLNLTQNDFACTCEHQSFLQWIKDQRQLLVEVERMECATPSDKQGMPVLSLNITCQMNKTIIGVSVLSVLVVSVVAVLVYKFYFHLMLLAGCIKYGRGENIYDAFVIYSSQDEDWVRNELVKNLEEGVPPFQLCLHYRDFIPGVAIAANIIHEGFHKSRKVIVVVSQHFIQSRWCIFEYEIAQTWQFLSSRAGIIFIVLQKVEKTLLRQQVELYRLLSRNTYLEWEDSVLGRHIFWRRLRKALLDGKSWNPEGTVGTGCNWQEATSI
# Target sequence (Q99836 whole entry, looked up): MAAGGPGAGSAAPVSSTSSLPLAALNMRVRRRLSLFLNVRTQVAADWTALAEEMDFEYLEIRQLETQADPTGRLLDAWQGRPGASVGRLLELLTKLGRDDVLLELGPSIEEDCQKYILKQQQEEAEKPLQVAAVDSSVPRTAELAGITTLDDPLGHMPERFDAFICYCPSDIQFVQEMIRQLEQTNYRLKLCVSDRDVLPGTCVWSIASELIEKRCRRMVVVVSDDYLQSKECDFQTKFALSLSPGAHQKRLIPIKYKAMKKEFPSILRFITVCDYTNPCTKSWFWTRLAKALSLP
# Starred values were filed as active, the others as inactive; nt = no result given.
# The opening seven compounds, to show the layout:
SMILES,Diaph act CS,Diaphorase inh,G6PDH CS,Hsp70 activator,APP 5UTR inh,STAT1 inh,STAT3 inh,STAT3 act,STAT1 activator,TLR4-MyD88 BLA
CSCCCNC(=S)N(C)CC(=O)Nc1ccc(C)cc1,1,-4,3,-0.4,-19,0,5,98,100,-6
COc1ccc(C(=O)NNS(=O)(=O)c2ccccc2)cc1,1,2,10,-0.5,-10,-12,-24,115,111,5
CC(C)=CC(=O)OCC(=O)Nc1ccc(Cl)cc1,1.1,-10,4,-0.2,-2,2,-2,105,97,8
CC(C)CC(=O)Nc1ccc(C(=O)Cn2nc(C(=O)O)c3ccccc3c2=O)cc1,1,3,4,-0.3,-19,-2,-11,107,102,-4
O=C(CCCCCN1C(=O)c2ccccc2C1=O)NCc1ccccn1,1,2,3,0.1,6,-4,2,101,103,-14
COC(=O)CSc1nnc(CNC(=O)c2ccccc2OC)n1C,1,3,1,-0.6,14,1,-2,106,99,-8
COCCCn1c(SCC(=O)NNC(=O)c2cccc(O)c2)nnc1-c1ccncc1,1,1,18,-0.4,7,-1,6,97,101,-4

# Results, repeating the preview:
SMILES,Diaph act CS,Diaphorase inh,G6PDH CS,Hsp70 activator,APP 5UTR inh,STAT1 inh,STAT3 inh,STAT3 act,STAT1 activator,TLR4-MyD88 BLA
CSCCCNC(=S)N(C)CC(=O)Nc1ccc(C)cc1,1,-4,3,-0.4,-19,0,5,98,100,-6
COc1ccc(C(=O)NNS(=O)(=O)c2ccccc2)cc1,1,2,10,-0.5,-10,-12,-24,115,111,5
CC(C)=CC(=O)OCC(=O)Nc1ccc(Cl)cc1,1.1,-10,4,-0.2,-2,2,-2,105,97,8
CC(C)CC(=O)Nc1ccc(C(=O)Cn2nc(C(=O)O)c3ccccc3c2=O)cc1,1,3,4,-0.3,-19,-2,-11,107,102,-4
O=C(CCCCCN1C(=O)c2ccccc2C1=O)NCc1ccccn1,1,2,3,0.1,6,-4,2,101,103,-14
COC(=O)CSc1nnc(CNC(=O)c2ccccc2OC)n1C,1,3,1,-0.6,14,1,-2,106,99,-8
COCCCn1c(SCC(=O)NNC(=O)c2cccc(O)c2)nnc1-c1ccncc1,1,1,18,-0.4,7,-1,6,97,101,-4
Cc1ccc(NC(=O)OCCN2CCN(Cc3ccccc3)CCC2=O)cc1C,0.8,17,17,-0.3,0,5,-5,102,95,-8
COc1ccc(C(=O)CSc2nnc(COc3ccccc3)n2Cc2ccco2)cc1,0.8,19,7,0.1,-7,-4,3,102,104,17
COc1ccccc1N1C(C)=CC(=C(C#N)c2nc3ccccc3s2)C=C1C,0.6,36,-42,-0.2,-60,-3,16,88,103,17
CC1CCN(CCCn2c(=S)[nH]c3c(sc4ccc([N+](=O)[O-])cc43)c2=O)CC1,0.7,35,0,-0.1,-8,-7,16,89,106,-8
CN1CCN(S(=O)(=O)c2ccc(NC(=O)c3csc4ccccc34)cc2)CC1,0.9,7,-4,-0.2,3,-12,-8,107,111,-4
CC(=O)Nc1ccc(CN2CCc3c([nH]c4ccccc34)C2c2ccccn2)cc1 (centres undefined),0.8,25,24,-0.2,-23,4,-25,127,96,-8
O=c1c2c3nc4ccccc4nc3n(Cc3ccccc3)c2ncn1Cc1ccco1,0.8,16,8,-0.4,9,-11,14,96,110,8
c1ccc(CSc2nnc(NC3=NCCCCC3)s2)cc1,0.9,14,5,-0.1,-72,-43,-6,111,140*,4
Cc1onc(-c2c(Cl)cccc2Cl)c1C(N)=O,1,3,3,0.0,-10,-2,-5,108,100,-1
COc1ccc(Cl)cc1C(=O)CSc1nnnn1C,1,-4,3,0.3,14,3,27,78,96,5
CCOC(=O)C1CCN(C(=O)c2ccc(OC)cc2OC)CC1,0.9,9,-1,0.1,-6,-5,4,101,105,-2
CCN(CC)S(=O)(=O)c1ccc(OC)nc1,0.9,9,21,-0.3,10,-2,-1,103,102,5
O=C(NC1CCCCCC1)C1CCN(S(=O)(=O)N2CCC3(CC2)OCCO3)CC1,0.9,8,6,-0.2,17,-6,-1,104,105,6
COCCCNC(=S)NC1CC2CCCC(C1)N2Cc1ccco1 (centres undefined),0.9,5,-5,-0.6,8,1,-6,107,99,-8
COc1cc(/C=N/NC(N)=S)ccc1OC(=O)c1ccc(C)cc1,1,0,-1,-0.3,-6,-17,9,97,116,-1
CCC(C)(C)NC(=O)/C=C/c1ccccc1[N+](=O)[O-],1.1,-7,5,-0.1,0,4,8,100,95,3
Cn1cccc1C1Nc2ccccc2NC2=C1C(=O)CC(C)(C)C2 (centres undefined),0.8,19,5,-0.1,-139,-3,9,97,102,4
Cc1ccccc1OCCOc1cccc(/C=N/NC(=O)Cc2nnc(N)s2)c1,1,1,1,0.0,-83,-25,13,92,123,-8
Nc1ccc2nc(CCc3ccccc3)[nH]c2c1,0.9,8,16,0.3,-23,-17,-8,105,116,6
COc1ccc(Br)cc1S(=O)(=O)n1ccnc1,1,0,3,0.1,12,5,-4,110,94,5
Cc1ccc(C(=O)NCc2ccc3c(c2)OCO3)cc1S(=O)(=O)N1CCOCC1,0.9,10,13,0.2,-12,9,11,93,92,-7
CC(C)CN(C(=O)COC(=O)C12CC3CC(CC(O)(C3)C1)C2)C1CCS(=O)(=O)C1 (centres undefined),0.8,16,5,-0.1,2,-3,-1,105,103,-4
COC(=O)C1=C(C)NC(=O)/C1=C\c1cc(C)n(-c2ccc(F)cc2)c1C,0.8,16,9,0.1,12,-18,4,98,114,-4
O=C(c1cc(-c2ccccc2O)on1)N1CCc2ccccc2C1,0.7,27,-2,-0.1,-17,-4,20,88,104,4
COc1cccc(N/C(N)=N/c2nc(C(F)(F)F)cc(C(F)(F)F)n2)c1,1.1,-6,2,-0.3,-21,-19,11,94,116,6
Cc1cccc(N2CC(O)(c3cccs3)[N+]3=C2CCCC3)c1C (centres undefined),0.8,18,2,-0.2,-5,39*,4,100,62,-6
O=C(Nc1ccccc1Oc1ccccc1)C1CCCC1,0.9,8,-2,-0.2,3,5,-8,105,96,3
Cc1cc(Nc2ccccc2)n(-c2cccc(Cl)c2)n1,1,0,3,-0.6,8,2,0,105,98,-1
COC(=O)Nc1ccc(S(=O)(=O)NCc2ccccn2)cc1,1,4,5,5.8*,-8,6,9,96,96,-3
CCOC(=O)c1ccc(NC(=O)c2cc3ccccc3o2)cc1,0.9,12,6,-0.2,-24,-13,13,94,113,-5
O=C(CSc1nnnn1-c1ccccc1)Nc1ncc2c(n1)CC(c1ccccc1)CC2=O (centres undefined),0.9,10,1,-0.4,5,5,9,93,96,4
NCCc1nnc(SCc2c(F)cccc2Cl)o1,0.9,10,9,-0.4,-5,1,0,101,99,2
CCOC(=O)c1c(C)n(-c2ccc(C)cc2)c2c(C(C(C)=O)C(=O)O)c(Br)c(O)c(O)c12 (centres undefined),0.3,72*,9,-0.1,6,-2,-4,103,102,-1
O=C(CSc1nnnn1C1CCCCC1)Nc1ccccc1N1CCOCC1,nt,nt,-2,0.4,14,2,10,98,98,-4
Cc1cc(C)cc(-n2nnc(C(=O)NCc3ccccc3Cl)c2N)c1,0.9,7,4,-0.1,-13,6,18,86,94,1
CCOC(=O)Oc1ccc2c(=O)c(Oc3cccc(C)c3)coc2c1,0.9,11,6,-0.1,-16,-8,12,99,107,5
Cc1ccc(NC(=O)c2cc([N+](=O)[O-])ccc2NCc2cccnc2)cc1Cl,0.9,9,-1,-0.1,-7,9,-3,103,92,-3
CS(=O)(=O)N(CC(=O)NCc1ccco1)Cc1ccc(Cl)cc1,1,0,9,-0.2,5,1,6,98,99,5
O=c1oc(Nc2cccc(Cl)c2)nc2ccccc12,0.9,7,11,-0.4,-71,-65,8,103,157*,5
CN1C(=O)/C(=C/c2ccc(C(=O)NC3CCCC3)cc2)Oc2ccccc21,1,2,0,0.1,4,-23,21,88,119,-17
O=C(c1ccco1)N1CCN=C1SCc1cccc(F)c1,0.9,15,16,0.2,4,6,26,84,95,5
Cc1nc2cc(C(=O)O)ccc2n1C1CCCCC1,0.9,10,0,-0.5,-1,4,14,89,96,-16
CCOC(=O)N1CCN(C(=O)c2ccccc2NC(=O)c2ccc(C(C)(C)C)cc2)CC1,0.9,14,4,-0.2,1,-9,2,98,108,-4
O=C(COc1ccc(S(=O)(=O)N2CCCCC2)cc1)NCC1CCCO1 (centres undefined),0.7,27,8,0.4,5,-1,7,98,99,-17
COC(=O)c1cc(NC(=O)CC2NC3CCCCC3NC2=O)cc(C(=O)OC)c1 (centres undefined),1,-1,4,-0.3,-19,-7,1,102,107,-5
C=C(C)CNC(=S)/N=c1\scc(C)n1CC,0.8,15,1,-0.4,-4,4,0,100,97,1
Cc1nc2nc(-c3ccco3)[nH]n2c(=O)c1Cc1ccccc1,0.9,8,-9,-0.1,2,7,5,99,94,3
O=C(NCCN1C(=O)S/C(=C\c2ccc(Cl)cc2)C1=O)c1ccc(F)c(S(=O)(=O)N2CCOCC2)c1,0.8,17,5,-0.3,-30,1,1,102,99,0
COC(=O)[C@H](CCSC)NC(=O)Nc1ccc(OC)cc1,0.8,17,0,-0.1,16,12,2,100,89,7
CC(=O)c1ccc(N2CCN(C(=S)Nc3ccc(Oc4ccccc4)cc3)CC2)cc1,0.7,29,-4,-0.2,-4,18,78*,36,83,-1
COc1ccc(O)c(C(=O)CC(=O)c2ccc(F)cc2)c1,0.9,13,2,-0.3,-149,-11,77*,35,110,2
Cc1nnc(NC(=O)Cc2ccc(OCc3c(C)noc3C)cc2)s1,0.8,19,8,-0.1,1,6,14,92,95,0
O=C(O)c1ccccc1NS(=O)(=O)c1ccccc1C(F)(F)F,1,5,4,-0.5,-6,2,1,100,98,1
# Further entries.
SMILES,Diaph act CS,Diaphorase inh,G6PDH CS,Hsp70 activator,APP 5UTR inh,STAT1 inh,STAT3 inh,STAT3 act,STAT1 activator,TLR4-MyD88 BLA
O=C(Nc1ccc(F)c([N+](=O)[O-])c1)C(=O)c1c(O)[nH]c2ccccc12,0.9,6,2,-0.2,21,0,14,92,102,-12
O=C(COC(=O)CCC(=O)c1cccs1)Nc1ccc(S(=O)(=O)N2CCOCC2)cc1,1,-2,2,-0.2,-8,-4,7,100,103,-1
Cc1cc2c(cc(C(=O)OC(C(=O)NCC3CCCO3)C(C)C)n2C)o1 (centres undefined),0.9,14,9,0.1,3,13,13,91,86,-4
Cc1ccc(C)c(Cn2cnc3c(oc4ccccc43)c2=O)c1,0.9,8,6,-0.3,-15,5,5,97,94,7
COc1cccc(-n2c(C)c(C(C)=O)c(C(C)=O)c2C)c1,0.9,12,5,-0.3,-9,-4,-2,104,103,1

# Screening results deposited in PubChem by several laboratories.
